Source: PubChem
EPAC2 ag: qHTS for Agonist of cAMP-regulated guanine nucleotide exchange factor 4 (EPAC2): primary screen; EPAC2 activation, biochemical qHTS; response scale: 100% = 6.5 mM cAMP response; Potency, µM (series often up to 154 µM), inactives show at the highest dose activation, actives largely listed as activators; 360,000 tested, 0.079% active; Rap guanine nucleotide exchange factor 4 (Homo sapiens), Q8WZA2; further: potency means the concentration at half of the fitted maximal effect; nearly all actives have a fitted effect of over 50% in size
Target sequence (Q8WZA2 whole entry, looked up): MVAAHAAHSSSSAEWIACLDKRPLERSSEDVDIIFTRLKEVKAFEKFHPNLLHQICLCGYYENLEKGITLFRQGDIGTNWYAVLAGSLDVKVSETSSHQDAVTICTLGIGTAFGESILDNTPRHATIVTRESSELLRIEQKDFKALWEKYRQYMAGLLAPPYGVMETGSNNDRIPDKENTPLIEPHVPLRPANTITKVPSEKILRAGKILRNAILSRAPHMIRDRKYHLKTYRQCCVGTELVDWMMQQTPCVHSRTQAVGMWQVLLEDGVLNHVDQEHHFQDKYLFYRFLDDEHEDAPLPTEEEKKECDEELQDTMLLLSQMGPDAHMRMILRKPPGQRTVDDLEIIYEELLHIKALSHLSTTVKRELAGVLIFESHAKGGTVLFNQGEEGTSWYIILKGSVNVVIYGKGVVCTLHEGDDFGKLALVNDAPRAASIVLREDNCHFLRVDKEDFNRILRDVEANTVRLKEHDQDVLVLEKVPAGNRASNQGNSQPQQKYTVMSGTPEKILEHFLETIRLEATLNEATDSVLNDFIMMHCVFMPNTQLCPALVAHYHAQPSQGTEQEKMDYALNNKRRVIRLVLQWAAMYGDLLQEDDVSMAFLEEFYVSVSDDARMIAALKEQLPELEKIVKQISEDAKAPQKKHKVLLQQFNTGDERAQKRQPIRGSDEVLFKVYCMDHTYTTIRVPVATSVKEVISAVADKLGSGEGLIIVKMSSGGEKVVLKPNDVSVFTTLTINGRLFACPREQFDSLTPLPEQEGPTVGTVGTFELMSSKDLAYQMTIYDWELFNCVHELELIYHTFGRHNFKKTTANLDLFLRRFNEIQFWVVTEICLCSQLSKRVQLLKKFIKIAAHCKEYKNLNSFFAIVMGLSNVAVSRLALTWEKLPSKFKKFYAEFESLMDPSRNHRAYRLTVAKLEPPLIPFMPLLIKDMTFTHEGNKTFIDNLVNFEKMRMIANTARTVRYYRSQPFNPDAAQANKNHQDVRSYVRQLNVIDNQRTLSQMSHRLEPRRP
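Compounds were added across a concentration range to EPAC2 (100 nM), RAP1B-BODIPY-GDP (250 nM) and GDP (50 uM). After 5 min at room temperature, fluorescence was recorded at 5-min intervals for 30 min.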
A549 tox: Nrf2 qHTS screen for inhibitors: counterscreen for cytotoxicity; Potency, µM (highest dose often 46 µM), without a hit: at the highest dose activity change, negative = cytotoxicity, actives largely listed as inhibitors; 390,000 tested, 0.16% active; A549 ARE-Fluc cells, CellTiter-Fluor viability, 18-24 h; further: potency means the concentration at half of the fitted maximal effect; on the % scale 0 is the no-effect control and ±100 the full control effect
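Cytotoxicity counterscreen: CellTiter-Fluor fluorescence was measured in A549 ARE_Fluc cells after 18-24 h of compound exposure in a concentration series. The subsequent BugLite luminescent read reports ARE-luciferase activity.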
ATXN viability: Viability Counterscreen for Primary qHTS for Inhibitors of ATXN expression. S2 cells (HEK-293 line with an ATXN2-luciferase reporter) viability, CellTiter-Fluor protease fluorescence, 24 h. Potency, µM (highest dose often 56.7 µM), usual class: cytotoxic. 400,000 tested, 0.49% active. AID 651635, 2014; further: potency means the concentration at half of the fitted maximal effect; nearly all actives have a fitted effect of over 40% in size
ATXN2 expr inh: Primary qHTS for Inhibitors of ATXN expression; Potency, µM (doses to about 57 µM), inactives show top-dose activity change, negative = inhibition, actives largely listed as inhibitors; HEK-293 ATXN2-luciferase reporter, luminescence, 24 h; 360,000 tested, 0.72% active; AID 1745845, 2022; further: potency means the concentration at half of the fitted maximal effect; on the % scale 0 is the no-effect control and ±100 the full control effect; nearly all actives have a fitted effect of over 55% in size
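qHTS (up to 57 uM final) was run with 24 h compound exposure of reporter cells at 37 °C. Each well was multiplexed: SteadyGlo luminescence measured ATXN2-luciferase expression after a fluorogenic Gly-Phe-AFC viability readout (25 uM final).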
IL2 activator: qHTS of IL-2 Activators. activation, % (series mostly up to about 46 µM). 360,000 tested, 0.065% active. IL-2 activation reporter assay, cell-based qHTS; stimulated with anti-CD3/CD4/CD28 beads; in transgenic mouse T cells; in the data active means activation above about 50%; inconclusive means mostly about 30% to 49%; further: 0% is about no effect
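Quantitative HTS in unstimulated transgenic mouse T cells, with memory T cells as non-tolerant control and PMA/ionomycin as tolerance-bypass control. Compound pretreatment lasted 60 minutes before 18 h bead stimulation; EGFP/DsRed fluorescence read.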
Nrf2 inh: Nrf2 qHTS screen for inhibitors | A549 ARE-Fluc reporter, luciferase luminescence, 18-24 h | Potency, µM (titrated, usually from 46 µM), without a hit: top-dose activity change, negative = inhibition, most hits filed as inhibitors | 360,000 tested, 2.1% active; further: potency means the concentration at half of the fitted maximal effect; on the % scale 0 is the no-effect control and ±100 the full control effect; nearly all actives have a fitted effect of over 60% in size
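Concentration-response testing used A549 ARE_Fluc cells at 5000 cells/well. Following an 18-24 h compound incubation, viability was read by fluorescence (Ex 405/Em 525) and luciferase output by luminescence.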
TGFb SMAD3 inh: qHTS for Inhibitors of TGF-b; 410,000 tested, 1.2% active; HepG2 CAGA-GFP TGF-b/SMAD3 reporter, GFP fluorescence, 18 h; TGF-beta stimulated, 500 pg/mL final; AID 588855, 2011; Potency, µM (doses to about 46.1 µM), for inactives: at the highest dose activity, negative = inhibition, hits mostly inhibitors; further: potency means the concentration at half of the fitted maximal effect; on the % scale 0 is the no-effect control and ±100 the full control effect; nearly all actives have a fitted effect of over 65% in size
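Read-out: total well GFP (ex488/em500-530) summed from mean per-cell fluorescence. Cells: HEPG2 CAGA-GFP, 1% FBS DMEM, 18 h at 37 degrees C with 500 pg/mL final TGF-beta. Unstimulated wells served as the full-inhibition control; stimulated DMSO wells = 0%.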
HepG2 viability: qHTS for Inhibitors of TGF-b: Cytotox Counterscreen; 410,000 tested, 0.76% active; AID 588856, 2011; Potency, µM (doses to about 46.1 µM), for inactives: at the top dose activity change, negative = cytotoxicity, usual class: cytotoxic; HepG2 CAGA-GFP viability, ATP luminescence, 18 h; further: potency means the concentration at half of the fitted maximal effect; some results filed as inactive show a strong effect at the top dose
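CellTiter-Glo luminescence gave cytotoxicity after 18 hours at 37 degrees C. The cells were HepG2 CAGA-GFP in 1% FBS DMEM, stimulated with 500 pg/mL TGF-beta after compound addition. %Activity was normalised to no-cell wells (complete cell-killing) and DMSO (no toxicity), and curves were fitted and classified.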
Nrf2 ARE act: qHTS of Nrf2 Activators. AREc32 ARE-luciferase reporter (MCF7-derived line), luminescence, 24 h. Potency, µM (titrated, usually from 46.1 µM), without a hit: at the highest dose activation, actives largely listed as activators. 410,000 tested, 0.31% active. AID 624171, 2012; further: potency means the concentration at half of the fitted maximal effect; % of control where 0% means no effect; nearly all actives have a fitted effect of over 65% in size
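AREc32 cells carrying an ARE-driven firefly luciferase reporter were seeded at 1000 cells/well in OPTI-MEM with 5% FBS, then exposed to compound for 24 hr at 37 deg C. Luminescence was read with Steady-Glo after 30 min at RT.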
* hit, by the source's call; i = inactive; ? = inconclusive; / = not tested or not shown; [ ] = remark or other dose. Unless noted, the call rests on the fitted dose curve; in most records, active means well fitted curve in the direction sought with a large enough effect; inconclusive means small, poorly fitted or top-dose-only effect, or another doubt; inactive means no such curve, though single readings can be large; an effect the other way counts as inactive or inconclusive.

The first 2 compounds, ahead of the listing:
molecule,Nrf2 ARE act,ATXN2 expr inh,TGFb SMAD3 inh,IL2 activator,A549 tox,EPAC2 ag,ATXN viability,Nrf2 inh,HepG2 viability
Cc1onc(-c2ccccc2Cl)c1C(=O)Nc1nnc(-c2ccc(F)cc2)s1,-1.1%,-29.2%,3.3%,-2.1,1.5%,7.7%,i,5.1%,-0.2%
N#CCCCSC1=C(C#N)C(c2ccccc2Cl)CC(=O)N1 (stereo not given),0.0%,-7.0%,2.9%,1.7,-0.9%,4.6%,i,-11.1%,-14.7%

The listing, previewed entries included:
molecule,Nrf2 ARE act,ATXN2 expr inh,TGFb SMAD3 inh,IL2 activator,A549 tox,EPAC2 ag,ATXN viability,Nrf2 inh,HepG2 viability
Cc1onc(-c2ccccc2Cl)c1C(=O)Nc1nnc(-c2ccc(F)cc2)s1,-1.1%,-29.2%,3.3%,-2.1,1.5%,7.7%,i,5.1%,-0.2%
N#CCCCSC1=C(C#N)C(c2ccccc2Cl)CC(=O)N1 (stereo not given),0.0%,-7.0%,2.9%,1.7,-0.9%,4.6%,i,-11.1%,-14.7%
Cc1ccccc1NC(=S)N/N=C1\CC(C)(C)Oc2ccc(O)cc21,4.0%,-11.3%[11.3 µM],-7.6%,-0.7,8.9%,7.0%,i,0.0%,0.0%
CCc1ccc(-n2nc3cc(C)c(NC(=O)c4cccc5ccccc45)cc3n2)cc1,0.7%,37.9%,5.5%,/,1.1%,/,?,17.9%,3.5%
O=C(COC(=O)c1cc(-c2cccc(Br)c2)nc2ccccc12)NCC1CCCO1 (stereo not given),4.4%,-2.9%,-15.0%,3.0,2.3%,1.9%,i,?,-1.7%
CCOc1ccccc1CNC(=O)c1ccc(CS(=O)Cc2cccc(Cl)c2)o1 (stereo not given),0.1%,/,-22.0%,/,0.0%,/,/,-28.2%,-28.0%
Cc1ccc(F)c(C(=O)N2CCCC(C)(C(=O)NS(=O)(=O)C3CC3)C2)c1F (stereo not given),-0.3%,-1.0%,16.6%,0.7,/,7.9%,i,/,1.1%
O=C(O)c1sc2cccc(Cl)c2c1Cl,7.9%,-25.4%,17.3%,-0.6,2.2%,6.0%,i,0.2%,-0.4%
COc1ccccc1NC(=O)/C(=C\c1cccnc1)NC(=O)c1ccccc1,0.1%,8.6%,2.0%,2.8,-9.8%,5.0%,i,-8.9%,6.2%
CC(Oc1ccc(Cl)cc1)C(=O)Nc1ccccc1N1CCOCC1 (stereo not given),0.4%,-19.3%,-2.0%,-4.2,-6.6%,13.0%,i,-11.1%,-1.4%
Cc1ccc(C)c(N2CCN(C(=O)Cc3ccc(-n4c(=O)[nH]c5ccsc5c4=O)cc3)CC2)c1,0.5%,-9.8%,0.0%,-0.5,-16.0%,4.2%,i,?,-43.6%
COc1cc(NC(=O)c2cccc(Cl)c2)c(OC)cc1NC(=O)CN1CCOCC1,2.4%,-25.4%,9.5%,0.3,-15.2%,31.9%[15.6 µM],?,?,4.9%
CCOc1ccc(NC(=O)c2cccc(-n3cnnn3)c2)cc1,-0.3%,1.2%,?,-2.9,-0.4%,-1.5%,i,?,3.3%
Cc1ccc2c(c1)C1(OCCCO1)C(=O)N2,2.1%,-16.6%,-14.1%,0.1,10.9%,0.7%,i,0.9%,0.9%
O=C(c1cc(F)c(F)cc1Cl)N1CCN(c2ncccn2)CC1,-0.1%,-45.1%,0.1%,-0.3,2.5%,4.9%,?,0.1%,16.9%
COc1cc(/C=N/NC(=O)c2ccc3nc[nH]c3c2)ccc1O,0.2%,20.2%,-0.5%,1.4,-3.8%,-1.1%,i,-1.7%,3.9%
COc1ccc(OC)c(C(=O)c2ccc(C(=O)Nc3ccccc3)cc2)c1,0.1%,-8.3%,-20.1%,0.1,2.1%,5.1%,i,-28.7%,-10.5%
CNC(=O)NC(=O)C(NC1CCCc2ccccc21)c1ccccc1 (stereo not given),0.2%,-4.5%,9.0%,-1.4,3.0%,2.2%,i,2.1%,-0.7%
CCCCC(=O)Nc1cccc(NC(=S)NC(=O)Cc2ccccc2)c1,-0.4%,-13.9%,-49.1%,-0.2,18.7%,-27.0%,i,-15.9%,-23.7%
O=[N+]([O-])c1ccc(-c2nc(-c3ccncc3)no2)cc1,3.2%,38.8%[activator],27.8%,-0.9,1.6%,17.9%,/,6.0%,1.1%
COc1ccc(Oc2coc3cc(OC(=O)/C=C/c4ccc(F)cc4)ccc3c2=O)cc1,0.0%,-5.2%,2.4%,0.9,-4.7%,-5.4%,i,?,0.7%
COc1ccc(-c2noc(CCC(=O)NC3CCCC3)n2)cc1,0.0%,-3.9%,-3.3%,0.6,-9.2%,8.4%,?,?,-27.9%
CC(=O)c1cc(-c2ccccc2)n(CCC(=O)NCCc2ccccc2)c1C,12.8%,/,-23.7%,/,-2.8%,/,/,/,-18.2%
CC(=O)c1ccc(NC(=O)CSc2n[nH]c(-c3cccnc3)n2)cc1,0.6%,3.0%,-3.9%,-0.1,13.8%,2.4%,i,1.9%,-13.9%
CCN(CC)S(=O)(=O)c1cccc(-c2nnc(SCC(=O)NC3CCCC3)n2N)c1,-0.1%,2.8%,0.3%,0.9,-1.2%,-2.5%,i,-8.0%,3.2%
Cn1c(/C=C/c2cccc([N+](=O)[O-])c2)nc2ccccc2c1=O,0.5%,/,-30.5%,5.9,0.4%,2.9%,?,-7.5%,1.1%
CC(=O)CSc1nnc(Cc2ccc([N+](=O)[O-])cc2)o1,-0.2%,4.3%,7.8%,-1.0,-13.9%,3.8%,i,-0.1%,0.2%
COc1ccc(NC(=O)CCNS(=O)(=O)c2ccccc2F)cc1S(N)(=O)=O,-0.3%,23.9%,-9.2%,-0.2,-2.1%,-1.7%,i,12.9%,10.9%
COc1cccc(NC(=O)CN(C)S(=O)(=O)c2ccc3[nH]c(=O)oc3c2)c1,-0.6%,1.5%,-9.5%,-1.1,-0.1%,6.1%,i,5.8%,-1.6%
Cn1nnnc1SCc1nnc(-c2ccccc2Br)o1,7.2%,26.6%,7.2%,0.6,-2.3%,0.1%,i,/,13.4%
O=C(c1ccc2c(c1)N(Cc1ccccc1)C(=O)c1ccccc1S2(=O)=O)N1CCOCC1,5.6%,/,/,/,1.7%,/,/,-5.7%,-10.0%
OCCC1CN(C2CCN(c3ccccc3)CC2)CCN1Cc1ccc(F)c(F)c1 (stereo not given),-0.6%,/,0.3%,-0.7,-4.0%,-0.3%,i,2.8%,8.8%
CNC(=O)C[C@H]1C(=O)N(c2ccccc2)C[C@@H]1C,-0.4%,6.1%,8.3%,-1.9,/,7.7%,i,/,6.9%
Cc1cc(C(=O)N(CCC#N)Cc2cccs2)no1,0.3%,-19.2%,-0.7%,-0.5,3.2%,7.4%,i,2.8%,-12.3%
CC(=O)c1cccc(NC(=O)CSc2n[nH]c(-c3ccncc3)n2)c1,-0.3%,5.4%,-20.2%,-0.3,4.1%,5.5%,i,-7.4%,0.5%
CCN(CC)P(=O)(Nc1ccc(C)cc1Br)c1ccc(N(C)C)cc1NC(=O)c1ccco1 (stereo not given),9.3%,-15.3%,13.9%,0.2,?,-2.5%,i,?,-6.7%
O=C(COC(=O)c1cc[n+]([O-])cc1)Nc1ccc(Cl)c(C(F)(F)F)c1,-0.5%,-1.2%,-6.2%,0.0,-0.8%,-0.7%,i,-19.2%,-14.4%
COc1ccccc1NC(=O)CN1CCC(c2nc3ccc(C)cc3[nH]2)CC1,0.4%,-7.8%,-16.5%,0.1,-0.7%,5.2%,?,-4.1%,-19.9%
CCOc1ccc(S(=O)(=O)Nc2cccc(C(=O)N(C)CC(=O)Nc3ccc(OC)cc3)c2)cc1,0.3%,5.4%,4.9%,-0.5,-0.1%,2.7%,?,-33.4%,-44.0%
COC(=O)c1ccc(NC(=S)N2CCN(C)CC2)cc1,0.5%,/,8.5%,1.4,6.8%,1.0%,i,3.9%,12.5%
CC1CCN(CCc2nc3cc(NS(=O)(=O)c4ccccc4)ccc3n2C)CC1,?,51.6%[activator],?,-2.8,-1.5%,3.2%,i,-2.7%,-0.5%
CC(=O)Nc1ccn(C2OC(C(COC(C)=O)NC(=O)C3CCCN3C(=O)OC(C)(C)C)C(OC(C)=O)C2OC(C)=O)c(=O)n1 (stereo not given),/,/,-5.1%,/,0.4%,/,/,17.0%,0.5%
CCN(CC)c1ccc(C(=O)OCC(=O)N2CCCC2)cc1,1.4%,33.6%[activator],7.1%,1.0,1.4%,6.5%,i,27.6%,-10.3%
Cc1ccc(-n2cc(C(=O)c3ccc(N4CCN(C)CC4)cc3)nn2)cc1Cl,0.1%,4.4%,-0.3%,-0.5,-6.6%,13.0%,i,-4.9%,-2.1%
C=CCNc1cnn(CC(C)=O)c(=O)c1Br,-0.6%,3.0%,3.4%,0.9,2.7%,0.3%,i,/,-0.3%
Oc1cc(-c2ccccc2)c2ccccc2c1,3.1%,-9.9%,?,-3.5,-2.7%,12.1%,i,2.8%,-60.4%
COC(=O)/C(C#N)=C/c1c(N2CCN(c3ccc(OC)cc3)CC2)nc2c(C)cccn2c1=O,2.6%,-18.7%,0.0%,-2.2,-18.5%,9.5%,i,6.8%,-15.9%
Cc1[nH]c2ccccc2c1C1(O)C(=O)N(Cc2ccc3c(c2)OCO3)c2ccccc21 (stereo not given),-0.7%,-6.0%,?,-0.2,6.4%,5.9%,i,4.5%,-31.8%
